# TAG inh – triacylglycerol accumulation inhibition; H9c2 cells, Nile Red lipid (TAG) fluorescence; cells loaded with 200 µM oleic acid; inhibition, % at 12.5 µM; hit rate 0.66% among 230,000; AID 651582;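 active = pattern-corrected inhibition of lipid staining of at least 50% with the nuclear-stain viability signal not falling by more than 50%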;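 also: 0% = DMSO wells and 100% = triacsin C control wells; some results filed as inactive read as strong as hits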
# TAG inh DAPI viability – second read-out of TAG inh, no call of its own (marks repeat the call); DAPI nuclei signal change (viability), lower = more cytotoxic, %;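 whole-well DAPI fluorescence read on a plate reader as a viability signal; minus 50 percent equals half of cells still viable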
# Numbers without * were called inactive. The list is partial. The share of hits here may be higher or lower than overall.
no.	molecule	TAG inh	TAG inh DAPI viability
1	CCn1cc(C(=O)O)c(=O)c2cnc(N3CCN(C(=S)Nc4ccccc4)CC3)nc21	4	-1
2	O=C(CCNC(=O)c1ccc(Br)cc1)NCC(c1ccco1)N1CCCCC1 (stereo not given)	1	1
3	Nc1cccc2c1C(=O)N(Cc1cccc(Cl)c1)C2=O	-16	18
4	CCOc1ccccc1C=NNc1ccc([N+](=O)[O-])cn1	7	4
5	O=C1c2ccsc2SCCN1Cc1ccccc1Cl	1	-3
6	CCN(CC)CC(=O)Nc1c(Br)ccc2c1OCO2	8	-5
7	CC1=NN(c2ccc(C)c(C)c2)C(=O)/C1=C\C=C\c1ccc([N+](=O)[O-])o1	31	-22
8	Cc1cccc(NC(=O)CN2C(=O)NC(Cc3ccccc3)C2=O)c1 (stereo not given)	-3	6
9	OC1(c2ccccc2)c2ccccc2-c2ncccc21 (stereo not given)	2	-4
10	COc1ccc(NC(=O)CN(C)C(=O)CCCc2nc3ccccc3c(=O)[nH]2)cc1	3	-4
11	O=c1cc(-c2ccccc2[N+](=O)[O-])oc2ccccc12	9	-3
12	CCSc1nc2sc3c(c2c(=O)n1-c1ccccc1)CCN(C)C3	1	13
13	Cc1ccc(C(=O)OCC(=O)NC(=O)c2ccc(C(C)(C)C)cc2)c(O)c1	4	7
14	CC(C)CCn1nnnc1CN1CCN(C(c2ccccc2)c2ccccc2)CC1	1	1
15	CCOC(=O)Nc1ccc2c(c1)nc(CN1CCCCC1)n2C	-6	7
16	CC1CCc2c(nc3ncnn3c2NCCN(C)C)C1 (stereo not given)	15	-5
17	O=C1C2C(C(=O)N1Cc1cccnc1)C1C=CC2C12CC2 (stereo not given)	10	-2
18	O=C(NCc1cccs1)[C@@H]1CCCN1S(=O)(=O)c1ccccc1F	13	-9
19	Cc1cccc(NC(=O)Cn2cnc3sc(C)c(S(=O)(=O)N4CCC(C)CC4)c3c2=O)n1	-34	14
20	CN(C1CCCCC1)S(=O)(=O)c1ccc(SCC(=O)NC(C)(C)C)nc1	-3	-8
21	O=C(NCCc1ccccc1)C1Cc2c(-c3ccc4c(c3)OCO4)ccnc2O1 (stereo not given)	-1	7
22	OCCC1CN(Cc2cccc3nccnc23)CCN1C1CCCC1 (stereo not given)	4	-4
23	CN(C)S(=O)(=O)c1cccc(NC(=O)CNC2CCCCC2)c1	9	5
24	O=C(CN1CCN(c2ccc(F)cc2)CC1)c1ccc2c(c1)OCO2	0	11
25	CCOc1ccc(/C(O)=C2/C(=O)C(=O)N(c3ncccn3)C2c2ccc(C)cc2)cc1 (stereo not given)	-8	1
26	COc1ccc(-c2cc(C(=O)NCCCN3CCOCC3)c3ccccc3n2)cc1OC	10	7
27	CCOC(=O)C1CCCN(C(=O)c2ccc(CS(=O)(=O)c3ccc(C)cc3)o2)C1 (stereo not given)	7	-3
28	CCOC(=O)c1c(C)n(CC(O)CN(CC)CC)c2cc(Br)c(OC)cc12 (stereo not given)	-3	6
29	Cc1nnc(-c2ccccc2)o1	6	1
30	Cc1cccc(C)c1OCC(O)CN (stereo not given)	11	-7
31	C(=N\Nc1nc2ccccc2[nH]1)/c1cccs1	13	-6
32	O=C(OCc1nc2ccsc2c(=O)[nH]1)c1ccccc1	7	-1
33	O=C(O)c1ccc(NC(=S)N2CCCCC2)cc1	-6	-6
34	O=C(OCC(O)C(O)C(O)C(SCc1ccccc1)SCc1ccccc1)c1ccccc1 (stereo not given)	9	-3
35	S=C1NNC2(CC3CC2C2CCCC32)NN1 (stereo not given)	-29	3
36	COCCN1CCn2c(nc3cc(Nc4nnc(C)c5ccccc45)ccc32)C1	1	-3
37	Cn1cc(Br)c(-c2cccc(N3C(=O)CC(C)(C)CC3=O)c2)n1	-1	3
38	Cc1ccc(NC(=S)NC(=O)c2cncc(Br)c2)cc1Cl	-7	0
39	COc1ccc(-c2noc(CCc3ccccc3)n2)cc1	-6	-1
40	CN(C(=O)c1cccc(NC(=O)Cc2ccc(NC(=O)C3CCN(C(=O)C4CCC4)CC3)cc2)c1)C1CC1	-4	1
41	CC1(C(=O)NS(=O)(=O)c2cccs2)CCN1C(=O)c1ccccc1 (stereo not given)	15	-4
42	CC(=O)Nc1ccc(Sc2ccccc2C(=O)O)cc1	-17	14
43	O=C(COC(=O)/C=C/c1cccc(F)c1)Nc1cccc(S(=O)(=O)NC2=NCCCCC2)c1	15	-4
44	CC(=O)N1CCc2cc(Br)cc(S(=O)(=O)NCCCN3CCC(C)CC3)c21	14	-9
45	O=C(O)Cn1nnnc1SCC(=O)Nc1ccc(OC(F)(F)F)cc1	-11	7
46	CCCNC(=O)C1(C)CCN(C(=O)c2ccc3c(c2)CCO3)C1 (stereo not given)	-5	17
47	CN1CCCC(OC(=O)c2cc(Cl)cc(Cl)c2)C1 (stereo not given)	-2	9
48	Cc1cc2nnc(SCC(=O)Nc3cccc(S(=O)(=O)N4CCOCC4)c3)n2c2ccccc12	9	11
49	Cc1[nH]c(N)nc(=S)c1CCCNc1ccccc1	-10	5
50	O=C(CSC(=S)N1CCCC1)Nc1ccc(Br)cc1Cl	-7	1
51	C=Cn1cc[n+](CC(=O)c2ccc(-c3ccccc3)cc2)c1	-2	0
52	O=C(O)c1cccc(-c2csc(C(O)(c3ccccc3)C(F)(F)F)n2)c1 (stereo not given)	-10	17
53	Cc1c(Cl)cccc1Nc1nc(N)nc(CN2CCCCCC2)n1	-8	15
54	CCN(CC)C(=O)C1=C(C)N(Cc2ccc(C(C)(C)C)cc2)C(=O)C(CC(=O)NC2CCCC2)C1 (stereo not given)	11	-5
55	O=C(Cc1nnc(NC(=O)c2ccccc2)s1)N/N=C\c1ccc(O)c(O)c1	11	-7
56	COc1ccc(OCC(=O)OCC(=O)NCC2CCCCC2)cc1	1	10
57	CCOc1ccc(NC(=O)NCc2ccc3c(c2)OCO3)cc1	-17	5
58	CS(=O)(=O)N1CCN(c2nc3ccc(Cl)cc3s2)CC1	-3	6
59	CCOC(=O)Cn1c(=O)oc2cc(S(=O)(=O)NC3CCCc4ccccc43)ccc21 (stereo not given)	-7	-3
60	COc1ccc(C(=O)Nc2ccccc2C(=O)N2CCOCC2)cc1Br	-3	3

# Profiles, quoted from the list. Screens in order: TAG inh | TAG inh DAPI viability
# Record of `CCN(CC)C(=O)C1=C(C)N(Cc2ccc(C(C)(C)C)cc2)C(=O)C(CC(=O)NC2CCCC2)C1` (stereo not given) : 11 | -5
# Record of `O=C(O)c1cccc(-c2csc(C(O)(c3ccccc3)C(F)(F)F)n2)c1` (stereo not given) : -10 | 17
# Record of `Cc1c(Cl)cccc1Nc1nc(N)nc(CN2CCCCCC2)n1` : -8 | 15
# Record of `CCOC(=O)Cn1c(=O)oc2cc(S(=O)(=O)NC3CCCc4ccccc43)ccc21` (stereo not given) : -7 | -3
# Record of `COc1ccc(OCC(=O)OCC(=O)NCC2CCCCC2)cc1` : 1 | 10

# (listing goes on)
no.	molecule	TAG inh	TAG inh DAPI viability
61	CC(=O)Nc1cccc(-c2cnc3ccccc3n2)c1	-5	2
62	CC(C)Cc1nnc(NC(=O)Nc2ccccc2)s1	5	6
63	O=C(CSc1nnc2ccc(-c3ccc(Br)cc3)nn12)NCC1CCCO1 (stereo not given)	24	-12
64	CCO[C@@H]1OC(C(N)=O)=C[C@H](c2coc3ccccc3c2=O)[C@H]1CCCO	8	3
65	O=C(N/N=C/c1ccc([N+](=O)[O-])o1)c1cc2c(ccc3ccccc32)o1	98	-59
66	Cc1cc(NC(=O)c2ccccc2F)n(C(C)(C)C)n1	-12	11
67	N#Cc1nc(COc2cccc(Cl)c2)oc1N1CCCC1	-2	-2
68	O=C(N/N=C/c1ccc2c(c1)OCCO2)c1ccncc1	7	10
69	COc1cccc(CNC(=O)Cn2c(=O)oc3ccccc32)c1OC	-5	-5
70	CCc1ccc2nc(N(CCCN(C)C)C(=O)c3ccc(C(=O)c4ccccc4)cc3)sc2c1	15	17
71	CN(Cc1ccccc1)c1nc2c(c(=O)[nH]c(=O)n2C)n1CCSc1nc2ccccc2[nH]1	16	-12
72	CCN(C(=O)COc1cccc(-n2cnnn2)c1)C1CCS(=O)(=O)C1 (stereo not given)	-2	3
73	Cc1c(NC(=O)C2(c3ccc(Cl)cc3)CCCC2)c(=O)n(-c2ccccc2)n1C	-19	3
74	NC(=O)c1cnn(-c2cccc(Cl)c2)c1N	2	11
75	O=Cc1ccc(-c2cccc(C(=O)O)c2)o1	-5	24
76	Cc1ccc(C(=O)CCC(=O)OCC(=O)NNC(=O)c2ccc([N+](=O)[O-])cc2)cc1	13	-1
77	COc1cccc(CNc2nc(NCc3cccs3)nc3ccsc23)c1	-24	10
78	CCOc1ccccc1NC(=S)NCc1cccn1C	-4	5
79	Cc1cccc(NC(=O)c2cnc3sccn3c2=O)c1C	6	6
80	Cc1c(C(=O)OC(C)C)sc(NC(=O)c2cnccn2)c1C(=O)OC(C)C	-7	10
81	CC(=NNC(=O)c1ccncc1)c1ccc2ccccc2c1O	34	-6
82	CN1CCN(C(=O)C2=C[C@H](c3ccccc3)C[C@H](OCc3ccc(CO)cc3)O2)CC1	-23	3
83	Cc1n[nH]c(=O)c2c(NC(=O)COC(=O)/C=C/c3cccc(C(F)(F)F)c3)oc(C)c12	3	-1
84	CCOc1c(C)cc(-c2ncccc2O)cc1C	19	-12
85	CN(C)c1ccc(-c2ccnc3c2CC(C)(C(=O)Nc2cccc(OC(F)(F)F)c2)O3)cc1 (stereo not given)	-14	20
86	Cc1cn([C@H]2C[C@H](O)[C@@H](CNC(=O)[C@@H]3CCCN3Cc3ccccc3)O2)c(=O)[nH]c1=O	-3	-8
87	O=C(CSc1ccccn1)Nc1nc2c(ccc3ccccc32)s1	-9	15
88	Cc1ccc(OCC(=O)NC2CCCCCC2)cc1C	27	-5
89	O=C(CCN1C(=O)/C(=C/c2ccc3c(c2)OCO3)SC1=S)Nc1ccccc1	-2	-1
90	CCN(CC)c1ccc(-n2c(C)c(C(C)=O)c(C(C)=O)c2C)cc1	-53	-11
91	COc1cc(NC(=O)[C@@H](NC(=O)c2ccco2)C(C)C)c(OC)cc1NC(=O)c1ccccc1	-7	3
92	CC(C)C[C@@H](CN)NC(=O)c1nc[nH]c1C(=O)N[C@@H](CC(C)C)C(=O)CNC[C@H](C)NC(=O)c1nc[nH]c1C(=O)N[C@@H](CC(=O)O)C(=O)O	7	-7
93	O=C(CN1C(=O)c2ccccc2S1(=O)=O)Nc1ncccn1	-1	1
94	COc1ccc(N/N=C(\C#N)C(=N)SCc2ccccc2)cc1	-8	6
95	Cn1c(C=O)c(-c2ccc3cc[nH]c3c2)c2ccccc21	-33	17
96	O=C(NCCc1ccccc1)C(=O)NCC1OCCCN1S(=O)(=O)c1ccc(F)cc1 (stereo not given)	9	-7
97	CN(C)CCCNc1nc2cc(-c3ccn[nH]3)sc2c(=O)n1C	0	8
98	CNC(=O)c1c(Cl)cnn1-c1ccc(F)cc1	4	4
99	CC(C)NC(=O)N(C)C[C@H]1Oc2ccc(NC(=O)Cc3ccccc3)cc2C(=O)N([C@H](C)CO)C[C@@H]1C	0	0
100	O=C(COC(=O)/C=C/c1ccc([N+](=O)[O-])cc1)NCC1CCCCC1	1	5

# The final 5 compounds of the section before are carried over, then new ones follow:
no.	molecule	TAG inh	TAG inh DAPI viability
96	O=C(NCCc1ccccc1)C(=O)NCC1OCCCN1S(=O)(=O)c1ccc(F)cc1 (stereo not given)	9	-7
97	CN(C)CCCNc1nc2cc(-c3ccn[nH]3)sc2c(=O)n1C	0	8
98	CNC(=O)c1c(Cl)cnn1-c1ccc(F)cc1	4	4
99	CC(C)NC(=O)N(C)C[C@H]1Oc2ccc(NC(=O)Cc3ccccc3)cc2C(=O)N([C@H](C)CO)C[C@@H]1C	0	0
100	O=C(COC(=O)/C=C/c1ccc([N+](=O)[O-])cc1)NCC1CCCCC1	1	5
101	CCOC(=O)c1c(NC(=O)CN2CCN(C(=O)c3ccco3)CC2)sc2c1CCCC2	-6	26
102	CC(C)c1cc(C(=O)N2CCCC(CCC(=O)N3CCN(c4ccccn4)CC3)C2)no1 (stereo not given)	-12	5
103	O=C(CCC(=O)N1CCN(S(=O)(=O)c2ccccc2)CC1)NC1CCCc2ccccc21 (stereo not given)	0	13
104	Cc1c2cn[nH]c(=O)c2c(C)n1Cc1ccc(F)cc1	-11	9
105	CCOc1ccccc1N1CCN(C(=O)c2cc(-c3cccnc3)nc3c(Cl)cccc23)CC1	25	-14
106	COc1ccc(S(=O)(=O)Cc2ccc(C(=O)N3CCN(Cc4ccccc4)CC3)o2)cc1	3	-9
107	O=C1/C(=C/c2ccccn2)SC(=S)N1NS(=O)(=O)c1ccccc1	5	7
108	C[C@H](O)[C@@H]1C(=O)N2CCc3c([nH]c4ccccc34)[C@@H]2C[C@@H]1N(C)C(=O)Nc1ccc(F)cc1	-6	20
109	COc1cc2nc(CN3CCN(S(=O)(=O)c4cc(C)ccc4C)CC3)[nH]c(=O)c2cc1OC	-14	-3
110	Cc1c(C(=O)OC2CCC(C)CC2)[nH]c2c1C(=O)CCC2 (stereo not given)	-25	-4
111	Cc1c(NC(=O)COC(=O)CSc2ccc(C(N)=O)cc2[N+](=O)[O-])c(=O)n(-c2ccccc2)n1C	-7	4
112	CC1(C)Cc2c(sc(NC(=O)c3ccc(C(=O)c4ccccc4)cc3)c2C#N)C(C)(C)N1	-15	12
113	O=C(CN1CCOCC1)Nc1scc(-c2ccccc2)c1C(=O)N1CCOCC1	-36	3
114	COc1ccc(CCN(C)C(=O)CN2C(=O)NC3(CCCCCC3)C2=O)cc1OC	-10	1
115	O=C(COC(=O)c1nn(-c2ccccc2C(F)(F)F)cc1O)c1ccc(OC(F)F)cc1	1	0
116	Cc1ccc(C2=NOC3(CC(=O)N(c4ccccc4)C3=O)C2)cc1 (stereo not given)	-15	4
117	CC(C)(C)Cc1c(-c2ccc(F)cc2)nc2ccc(Br)cn12	-7	5
118	O=C(OCC(=O)N1CCN(C(=O)c2ccco2)CC1)c1cccc(S(=O)(=O)N2CCc3ccccc32)c1	9	2

# Compound activity: PubChem BioAssay, Sanford-Burnham Center for Chemical Genomics
